Source: PubChem BioAssay (University of Kansas High Throughput Screening Laboratory)
Pf apPOL block = Pf-apPOL DNA polymerase inhibition; 0.25% of 210,000 active; inhibition, % at 10 µM; Recombinant Pf-apPOL, molecular beacon fluorescence, 1.5 h
mHTT CaM bind = disrupts binding of mutant huntingtin to calmodulin. P42858. inhibition, % at 15 µM. 3.6% of 190,000 active. AlphaScreen His-mHTT/GST-CaM binding, luminescence. AID 1671202;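 further: 0% = both proteins with DMSO and 100% = one protein alone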
* hit, by the source's call; i = inactive; . = not tested or not shown; & = joins results of further samples. No stated cut-off is given here; in the data, active means inhibition above about 50%; inactive means the rest. A portion of the library; the hit share may differ from the screen's.

#	SMILES	Pf apPOL block	mHTT CaM bind
1	CC(C)(CO)NC(=O)Cc1ccc(NC(=O)NCc2cccc3ccccc23)cc1	-5	12
2	CC(=O)c1cccc(NC(=O)CN2CCC(c3nc(-c4cccc(C)c4)no3)CC2)c1	-2	14
3	CCC(Sc1nc(C)cc(C)n1)C(=O)Nc1ccc([N+](=O)[O-])cc1 (configuration not stated)	-6	-2
4	O=C(Nc1cc(-c2ccccn2)no1)c1ccc(C(F)(F)F)cc1	2	-11
5	CCN(CC)S(=O)(=O)c1ccc2oc(C(=O)NCc3ccc(F)cc3)c(C)c2c1	-11	-6
6	CCn1c(=N)c(C#N)cc2c(=O)n3cc(C)ccc3nc21	1	2
7	COc1ccc(NC(=O)c2ccc(C(=O)Nc3ccc(OC)cc3)cc2)cc1	-5	-7
8	Cc1ccc(S(=O)(=O)CCSc2n[nH]c(=O)n2-c2ccccc2C(F)(F)F)cc1	-8	.
9	COc1ccc2cc(C(N)=O)c(=Nc3ccc(F)cc3)oc2c1	4	16
10	COc1ccccc1C(=O)N1CCN(C2=NN=C(c3ccccc3)CS2)CC1	1	79*
11	CC(=C(C#N)C#N)c1ccc(Cl)cc1	-14	.
12	Cc1ccccc1C1CC(=O)Oc2cc(O)ccc21 (configuration not stated)	-27	7
13	CCC1CCCCN1C(=O)c1cc2n(n1)C(C(F)(F)F)CC(c1ccc(Cl)cc1)N2 (configuration not stated)	-2	11
14	O=S(=O)(Cc1ccccc1)N1CCC(Oc2cccc(C(F)(F)F)c2)CC1	-8	-25
15	Cc1ccccc1NC(=O)Nc1nnc(Cc2ccc([N+](=O)[O-])cc2)s1	0	-1
16	CN(Cc1ccccc1)C(=O)c1cccc([N+](=O)[O-])c1	11	-4
17	O=C(c1nnn(-c2ccccc2F)c1-c1ccccn1)N1CC=C(c2ccccc2)CC1	-10	84*
18	O=C(NCc1ccc(N2CCCCC2)nc1)C1CCCCC1	0	9
19	Cc1ccc(C(=O)N2CCC(c3nc(C(=O)N4CCCC4)c(C)o3)CC2)cc1C	0	40
20	O=c1/c(=C/c2ccc(F)c(Br)c2)sc2nc3ccccc3n12	-5	1
21	O=C(NCCN1CCOCC1)c1cc(-c2ccc(Br)s2)nc2ccccc12	-3	18
22	CSc1nsc(SC)c1C(=O)NN1CCOCC1	-9	.
23	Cn1c(=O)c(-c2ccc(C(=O)NC3CC3)cc2)nc2cccnc21	-2	-8
24	COc1cccc(-c2cc(C3CCN(C(=O)Nc4cc(C)ccc4OC)CC3)[nH]n2)c1	0	25
25	CCC(C)C(=O)N1CCc2[nH]nc(C(=O)NC3CCCc4ccccc43)c2C1 (configuration not stated)	-8	3
26	COc1cc(C(=O)NCCCNc2ccc([N+](=O)[O-])cc2)cc(OC)c1OC	2	13
27	CN1CCN(c2nc(-c3cccnc3)nc3ccccc23)CC1	-2	5
28	CN(C)CC(C)(C)CNS(=O)(=O)c1cccc2nsnc12	-3	2
29	Cc1c(N=CN(C(=O)c2ccccc2)c2cccc([N+](=O)[O-])c2C)cccc1[N+](=O)[O-]	0	.
30	O=c1c(N=Cc2ccccc2)cc2[nH]c3ccccc3c2n1-c1ccccc1	-5	99*
31	O=C(NCC1CCCO1)c1cc(Br)ccc1Cl (configuration not stated)	2	-3
32	Cc1ccc2c(c1)C(c1ccccc1)N(C(=O)c1ccccc1Br)CC(=O)N2 (configuration not stated)	-1	21
33	CC1=CC(C)(C)N=C(SCc2c(Cl)cccc2Cl)N1c1ccc(Cl)cc1	1	.
34	C[C@@H](c1ccccc1)N1C[C@H]2CCCN2c2cc(Br)ccc2S1(=O)=O	-2	-12
35	CCCn1cnc2c(-c3cccc(F)c3)csc2c1=O	-4	-42
36	CC(C)n1cnnc1C1CCCN(C(=O)CCc2ccccc2)C1 (configuration not stated)	-7	-4
37	O=C(Cc1csc(Nc2ncccn2)n1)NCc1ccc(OCc2ccccc2)cc1	9	7
38	CCCC(=O)NC(c1ccc(OC)c(OC)c1)c1cc(Cl)c2cccnc2c1O (configuration not stated)	-50	25
39	CCn1c(=O)c(C(=O)NCc2ccccc2Cl)nc2cccnc21	0	0
40	O=C1Nc2ccccc2S/C1=C\C(=O)N1CCN(c2ccc(F)cc2)CC1	-24	26
41	COc1ccc(S(=O)(=O)N2CC3CN(C(=O)Nc4ccccc4C)CC(C2)O3)cc1	0	-6
42	Cc1c(C#N)c(N)n(Cc2ccco2)c1C	.	9
43	COc1ccc(/C=C2\CCCC3=C2Nc2nnnn2C3c2ccc(OC)cc2)cc1 (configuration not stated)	-4	35
44	CCc1ccc(C(C)NC(=O)c2ncn[nH]2)cc1 (configuration not stated)	5	43
45	Nc1nnc(SCc2cc(F)cc3c2OCOC3)s1	-8	.
46	Cc1ccc(CN2CCC(C(=O)N3CCN(Cc4ccccc4)CC3)CC2)o1	-6	7
47	COc1ccc(-c2nc3c4cnn(-c5ccccc5)c4ncn3n2)cc1	-5	-1
48	O=C1OC(/C=C/c2ccc(Cl)cc2)=NC/1=C\c1ccc([N+](=O)[O-])cc1	-3	-3
49	CC(=O)Nc1cccc(NC(=O)c2ccccc2Cl)c1	-9	1
50	N#CCSc1nc2ccccc2c2nc(-c3ccccc3)nn12	-2	-1

Another view of some results above:
2) CC(=O)c1cccc(NC(=O)CN2CCC(c3nc(-c4cccc(C)c4)no3)CC2)c1
3) CCC(Sc1nc(C)cc(C)n1)C(=O)Nc1ccc([N+](=O)[O-])cc1 (configuration not stated)

entry no.	2	3
Pf apPOL block	-2	-6
mHTT CaM bind	14	-2

Further records follow.
#	SMILES	Pf apPOL block	mHTT CaM bind
51	O=c1c(-c2ccc(Cl)cc2)coc2cc(OCCN3CCN(CCO)CC3)ccc12	-14	5
52	COc1cccc(/C=C2\N=C(c3ccc(C(C)(C)C)cc3)OC2=O)c1	-5	4
53	CCN1C(=O)NC(=O)/C(=C/c2cn(CCOc3ccc(F)cc3)c3ccccc23)C1=O	-4	13
54	O=C1C=CC(=NS(=O)(=O)c2cccc(C(=O)O)c2)C=C1	59*	58*
55	COc1ccc(OC)c(NC(=O)C2(C)Oc3cccnc3NC2=O)c1 (configuration not stated)	-7	-3
56	CN(C)c1ccc(C(O)c2nccn2C)cc1 (configuration not stated)	-1	4
57	COc1ccc(CNC(=O)C2CCCN(S(=O)(=O)c3ccc(Br)s3)C2)cc1 (configuration not stated)	-8	1
58	CCc1cccc(C)c1NC(=O)c1ccc(OC)c([N+](=O)[O-])c1	3	-2
59	CCOCCCNC(=O)C1CCN(c2nccnc2Oc2ccccc2C)CC1	-7	-5
60	Cc1ccc(NC(=O)N2CCCC2c2cccc(F)c2)cc1 (configuration not stated)	-6	-11
61	CCOc1cccc(CN2CCc3nc(Nc4ccc(OC)cc4)ncc3C2)c1	-5	-1
62	Cc1ccccc1-c1ccc(C(=O)O)s1	-8	-6
63	CC(C)(C)NC(=O)CC12CC3CC(CC(C3)C1)C2	-2	0
64	CCC(Sc1nc(=O)cc(N)n1-c1cccc(C)c1)C(=O)Nc1nnc(C)s1 (configuration not stated)	-7	9
65	CCc1ccccc1NC(=O)C1CCN(S(=O)(=O)c2ccc(OC)cc2)CC1	0	-2
66	COc1ccc(CN2CCN(Cc3ccc(OC)c(OC)c3)CC2)c(OC)c1	2	-1
67	CCC(Sc1ccccc1C(=O)O)C(=O)O (configuration not stated)	5	-4
68	CCOc1nccnc1N1CCC(NC(=O)c2ccc3c(c2)OCO3)C1 (configuration not stated)	4	33
69	CCNC(=O)N1CCc2c(c(-c3nc(-c4cccc(F)c4)no3)nn2C)C1	-1	34
70	O=C(Cn1cc([N+](=O)[O-])nc1[N+](=O)[O-])Nc1cc(Oc2ccccc2)cc([N+](=O)[O-])c1	0	51*
71	N/C(=N\OC(=O)c1ccco1)c1cccc([N+](=O)[O-])c1	-1	i
72	COc1ccc(C(=O)Nc2cc(-c3nc4ccc(C)cc4o3)ccc2Cl)cc1[N+](=O)[O-]	0	-2
73	C1=C2C3CCCCC3OC(c3cccnc3)C2CCC1 (configuration not stated)	-8	-2
74	CCOC(=O)Nc1c(C(=O)Nc2ccc3c(c2)OCCO3)oc2ccccc12	-6	12
75	N#Cc1cc([N+](=O)[O-])c2sc(C(N)=O)[n+]([O-])c2c1	-10	.

Values in list order from above:
Nos. 62 to 65 in mHTT CaM bind, in turn: -6, 0, 9, -2
Nos. 62 to 65 in Pf apPOL block, in turn: -8, -2, -7, 0

(more compounds)
#	SMILES	Pf apPOL block	mHTT CaM bind
76	O=C(Nc1ccc(CCC(=O)N2CCCC2)cc1)c1cncc(Br)c1	4	5
77	COc1cc(OC)cc(C(=O)N2CCC(c3cc(N)on3)CC2)c1	-4	3
78	Cc1ccc(S(=O)(=O)NCc2cccnc2)cc1	0	-4
79	CCc1ccc(NC(=O)C2CC(c3ccccc3F)=NO2)cc1 (configuration not stated)	-4	-16
80	O=C1OC(c2ccc([N+](=O)[O-])cc2)=N/C1=C\c1cccc(Cl)c1Cl	0	6
81	COc1ccc(CC(C)(O)CNC(=O)c2ccccc2Br)cc1 (configuration not stated)	-3	-12
82	Cc1cccc(-c2nnc(C)c(NCC3CCCO3)n2)c1 (configuration not stated)	-2	13
83	Cc1ccc(C2=NC3(CCN(Cc4ccccc4F)CC3)NC2=O)cc1	-10	2
84	Fc1cccc(NCc2ccc3c(c2)OCO3)c1	-8&3	-12
85	COc1ccc(C(=O)NC(O)C(Cl)(Cl)Cl)cc1 (configuration not stated)	-7	-6
86	O=C(Nc1cccc(Cl)c1)N1CCCCC1	-7	-6
87	COc1ccccc1C(=O)N1CCC2(CC1)OCCS2	-5	-17
88	Cc1nc2ccc3nc(NC(=O)CCS(=O)(=O)Cc4ccccc4)sc3c2s1	-8	-6
89	CCc1nnc(NC(=O)CCCOc2ccc(C(C)(C)C)cc2)s1	-6	-5
90	O=C(Oc1ccc(Cl)cc1Cl)c1ccc(-c2ccc(Cl)cc2)s1	-6	.
91	Nc1ccc(Sc2ccc(N3C(=O)c4ccc(N)cc4C3=O)cc2)cc1	-3	34
92	O=C(CSc1nc2c(c(=O)n1-c1ccc(Cl)cc1)SCC2)c1ccccc1	-2	3
93	O=C1c2cccc([N+](=O)[O-])c2C(=O)N1CC(=O)N1c2ccccc2Sc2ccccc21	4	-4
94	Cc1ccc2oc(-c3ccccc3Cl)nc2c1	3	-78
95	O=C(NC1CCN(S(=O)(=O)c2cc(Cl)c(Cl)cc2Cl)CC1)C1CCCCC1	-1	.
96	O=C(Nc1ccc(N2S(=O)(=O)c3ccccc3S2(=O)=O)cc1)c1ccco1	-1	3
97	CNC(=O)C1CCc2sc(C(=O)N3CCCCC3)cc2C1 (configuration not stated)	-1	-4
98	O=C(Cc1nnc(-c2ccncc2)o1)Nc1ccccc1	-5	-2
99	CCOc1cc(/C=C2\C(=O)NN(c3ccc(C)cc3)C2=O)cc(I)c1O	-7	19
100	CC(=O)N1c2ccccc2NC2=C(C(=O)CC(c3ccc(Cl)c(Cl)c3)C2)C1c1cccnc1 (configuration not stated)	-7	83*

Entries shown so far containing a nitro group on carbon:
#	SMILES	Pf apPOL block	mHTT CaM bind
3	CCC(Sc1nc(C)cc(C)n1)C(=O)Nc1ccc([N+](=O)[O-])cc1 (configuration not stated)	-6	-2
15	Cc1ccccc1NC(=O)Nc1nnc(Cc2ccc([N+](=O)[O-])cc2)s1	0	-1
16	CN(Cc1ccccc1)C(=O)c1cccc([N+](=O)[O-])c1	11	-4
26	COc1cc(C(=O)NCCCNc2ccc([N+](=O)[O-])cc2)cc(OC)c1OC	2	13
29	Cc1c(N=CN(C(=O)c2ccccc2)c2cccc([N+](=O)[O-])c2C)cccc1[N+](=O)[O-]	0	.
48	O=C1OC(/C=C/c2ccc(Cl)cc2)=NC/1=C\c1ccc([N+](=O)[O-])cc1	-3	-3
58	CCc1cccc(C)c1NC(=O)c1ccc(OC)c([N+](=O)[O-])c1	3	-2
70	O=C(Cn1cc([N+](=O)[O-])nc1[N+](=O)[O-])Nc1cc(Oc2ccccc2)cc([N+](=O)[O-])c1	0	51*
71	N/C(=N\OC(=O)c1ccco1)c1cccc([N+](=O)[O-])c1	-1	i
72	COc1ccc(C(=O)Nc2cc(-c3nc4ccc(C)cc4o3)ccc2Cl)cc1[N+](=O)[O-]	0	-2
75	N#Cc1cc([N+](=O)[O-])c2sc(C(N)=O)[n+]([O-])c2c1	-10	.
80	O=C1OC(c2ccc([N+](=O)[O-])cc2)=N/C1=C\c1cccc(Cl)c1Cl	0	6
93	O=C1c2cccc([N+](=O)[O-])c2C(=O)N1CC(=O)N1c2ccccc2Sc2ccccc21	4	-4

Record cards, from the list above:
Record of `Cc1nc2ccc3nc(NC(=O)CCS(=O)(=O)Cc4ccccc4)sc3c2s1` = Pf apPOL block = -8; mHTT CaM bind = -6
Record of `CSc1nsc(SC)c1C(=O)NN1CCOCC1` = Pf apPOL block = -9; mHTT CaM bind = .
